Screening data deposited in PubChem BioAssay by The Scripps Research Institute Molecular Screening Center.
PREPL inh: inhibits the human prolyl oligopeptidase-like enzyme; recombinant PREPL, fluorescence polarization activity-based probe; inhibition, % at 5.96 µM; 0.68% of 320,000 active; in the data active = inhibition above about 43%;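 also: 0% = enzyme with DMSO and 100% = wells lacking enzyme; many of its hits are not listed in these tables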
Target sequence (Q4J6C6 whole entry, looked up): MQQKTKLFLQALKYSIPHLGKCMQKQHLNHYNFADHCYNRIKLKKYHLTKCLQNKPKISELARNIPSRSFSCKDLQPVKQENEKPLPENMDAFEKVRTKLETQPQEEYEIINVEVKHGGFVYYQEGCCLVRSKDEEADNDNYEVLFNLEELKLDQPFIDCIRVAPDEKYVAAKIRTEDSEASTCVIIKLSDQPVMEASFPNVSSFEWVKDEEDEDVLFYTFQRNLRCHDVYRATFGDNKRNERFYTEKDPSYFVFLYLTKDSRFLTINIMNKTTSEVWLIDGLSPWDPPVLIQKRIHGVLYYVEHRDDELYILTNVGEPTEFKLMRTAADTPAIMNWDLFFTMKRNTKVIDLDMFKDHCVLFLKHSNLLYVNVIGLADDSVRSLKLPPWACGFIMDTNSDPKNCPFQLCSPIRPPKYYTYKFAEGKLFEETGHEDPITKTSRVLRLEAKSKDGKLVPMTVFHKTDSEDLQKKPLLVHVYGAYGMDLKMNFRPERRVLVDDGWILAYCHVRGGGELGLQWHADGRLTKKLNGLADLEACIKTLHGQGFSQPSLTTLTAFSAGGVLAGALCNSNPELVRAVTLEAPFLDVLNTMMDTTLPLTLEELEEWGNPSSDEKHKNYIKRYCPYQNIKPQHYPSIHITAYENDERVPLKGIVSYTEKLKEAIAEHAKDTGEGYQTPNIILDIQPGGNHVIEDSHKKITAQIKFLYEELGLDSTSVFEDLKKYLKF
PAD4 FP inh: inhibitors of human PAD4 | Q9UM07 | recombinant PAD4, RCA probe fluorescence polarization | inhibition, % at 6.36 µM | 0.41% of 330,000 active;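 active = percent inhibition above a cutoff equal to the mean of all tested compounds plus 3 SD, cut at about 15% in these data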;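 also: 0% = PAD4 with RCA probe and DMSO and 100% = probe without PAD4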
pPAFAH FP inh: inhibitors of human plasma PAF acetylhydrolase (pPAFAH); Q13093; recombinant pPAFAH, FP-rhodamine probe fluorescence polarization; inhibition, % at 3.39 µM; 1.5% of 330,000 active;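 active = inhibition above the mean inhibition across the screen plus 3 SD, cut at about 25% in these data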;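 also: inhibitors block binding of the rhodamine activity-based probe so polarization drops; 0% = enzyme with DMSO and 100% = wells lacking pPAFAH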
PAFAH2 inh: inhibitors of human PAFAH2. AID 492956. recombinant PAFAH2, FP-rhodamine activity probe, fluorescence polarization. inhibition, % at 3.39 µM. 0.99% of 340,000 active;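 active = inhibition above the mean over all tested compounds plus 3 SD, cut at about 30% in these data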;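 also: inhibitors block probe labeling of enzyme so polarization drops; 0% = enzyme with DMSO and 100% = wells lacking PAFAH2 protein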
GSTO1 counter: GSTO1 inhibition, counter-screen for RBBP9 inhibitors. 1.1% of 300,000 active. inhibition, % at 5.96 µM. recombinant GSTO1, activity-based probe fluorescence polarization. AID 1974;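 active = inhibition above the campaign mean inhibition plus 3 SD, cut at about 35% in these data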;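 also: 0% = GSTO1-1 with DMSO and 100% = wells lacking GSTO1-1 enzyme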
Target sequence (P78417 whole entry, looked up): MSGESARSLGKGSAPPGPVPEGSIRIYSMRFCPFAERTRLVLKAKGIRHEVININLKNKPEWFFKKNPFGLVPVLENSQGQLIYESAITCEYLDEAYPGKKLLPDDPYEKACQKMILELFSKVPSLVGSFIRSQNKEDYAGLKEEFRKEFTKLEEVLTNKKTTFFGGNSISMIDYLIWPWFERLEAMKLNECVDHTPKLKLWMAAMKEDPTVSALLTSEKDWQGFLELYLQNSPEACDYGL
PAFAH1B3 FP inh: PAFAH1B3 (human) inhibition; Q15102; recombinant PAFAH1B3, FP-rhodamine probe, fluorescence polarization; inhibition, % at 3.39 µM; 0.28% of 340,000 active; AID 492972;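 active = inhibition above the screen-wide average of all tested compounds plus 3 SD, cut at about 25% in these data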;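 also: 0% = enzyme with DMSO only and 100% = wells lacking PAFAH1B3 protein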
PAFAH1B2 FP inh: blocks human PAF acetylhydrolase 1b catalytic subunit 2 | inhibition, % at 3.39 µM | 1.2% of 340,000 active | recombinant PAFAH1B2, FP-rhodamine activity probe, fluorescence polarization;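 active = inhibition above the mean of all tested compounds plus 3 SD, cut at about 24% in these data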;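 also: 0% = enzyme with DMSO and 100% = wells lacking PAFAH1B2; many of its hits are not listed in these tables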
LYPLA1 counter: LYPLA1 (human) inhibition in PME1 counter-screen; inhibition, % at 5.9 µM; recombinant LYPLA1, FP-Rh probe fluorescence polarization; AID 2174; 0.16% of 320,000 active; O75608;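 active = inhibition above the mean of all tested compounds plus 3 SD, set per campaign, cut at about 14% in these data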;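 also: inhibitors block serine hydrolase probe labeling of LYPLA1 so polarization falls; 0% = enzyme with DMSO and 100% = wells lacking LYPLA1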
LYPLA2 counter: blocks human lysophospholipase 2, a PME1 counter-screen; O95372; inhibition, % at 5.9 µM; recombinant LYPLA2, FP-Rh probe fluorescence polarization; 0.38% of 320,000 active;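 active = inhibition above the screen-wide mean plus 3 SD, limit set per campaign, cut at about 26% in these data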;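 also: 0% = LYPLA2 with DMSO and 100% = wells lacking LYPLA2 enzyme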
Numbers without * were called inactive; . = no result given.

Letters – A = PREPL inh; B = PAD4 FP inh; C = pPAFAH FP inh; D = PAFAH2 inh; E = GSTO1 counter; F = PAFAH1B3 FP inh; G = PAFAH1B2 FP inh; H = LYPLA1 counter; I = LYPLA2 counter
1: CCc1c(C)nc2cc(-c3ccc(OC)c(OC)c3)nn2c1NCC1CC1
  A: 42; B: -7; C: 14; D: 0; E: -9; F: -7; G: -2; H: -3; I: -4
2: COC(=O)c1ccc(C(=O)N2CCCC(Nc3ccc(F)c(F)c3)C2)cc1 (configuration not stated)
  A: 6; B: -3; C: 2; D: -6; E: 8; F: 10; G: 2; H: 1; I: 4
3: CCCCC(CC)CN1C(=O)/C(=C/c2ccncc2)SC1=S (configuration not stated)
  A: 10; B: 0; C: -2; D: 7; E: -1; F: 0; G: 10; H: -2; I: -4
4: Cc1cc(C)c(NC(=O)CN(C2CCCCC2)C2CCCCC2)c(C)c1
  A: 1; B: -3; C: 4; D: 0; E: -4; F: -4; G: 1; H: 0; I: 1
5: COc1ccc(S(=O)(=O)Nc2c(NC3CCCCC3)c3ccccc3oc2=O)cc1
  A: -5; B: 3; C: 1; D: -3; E: 1; F: -2; G: -4; H: -2; I: -1
6: O=C(c1ccoc1)N1CCC2(CC1)Oc1ccc(Cl)cc1C(=O)C21CC(c2ccc(Cl)cc2)=NO1 (configuration not stated)
  A: -2; B: 3; C: -10; D: -4; E: -4; F: -2; G: -7; H: 0; I: -6
7: Cc1ccc(-c2nc3cnccn3c2Nc2ccccc2)o1
  A: -2; B: 1; C: -1; D: 21; E: 2; F: 9; G: -2; H: 2; I: -6
8: COc1ccc(C(O)P(=O)(OC(C)C)OC(C)C)cc1OC (configuration not stated)
  A: -1; B: 0; C: 1; D: -3; E: -1; F: 0; G: 4; H: -4; I: -2
9: COc1ccc(-c2cn3c(C)c(C(=O)Nc4ccncc4)sc3n2)cc1
  A: -4; B: 3; C: -1; D: -9; E: -3; F: -1; G: 5; H: -5; I: 1
10: CCn1nc(-c2ccccc2)c2nc3ccccc3nc21
  A: -2; B: -3; C: -5; D: -10; E: 4; F: 3; G: -6; H: 2; I: -2
11: Cc1cc(OCc2cc(C(=O)N(C)Cc3nonc3C)no2)cc(C)c1Cl
  A: -15; B: -2; C: 10; D: -8; E: -4; F: -2; G: 2; H: -3; I: -6
12: COc1ccc(-n2c(SCC(N)=O)nnc2-c2ccccc2F)cc1
  A: 17; B: 0; C: 2; D: 3; E: 2; F: 1; G: 0; H: 2; I: 0
13: COc1cc(/C=C/C(=O)O)cc(S(=O)(=O)Nc2ccc3nc(C)sc3c2)c1OC
  A: -1; B: -1; C: -3; D: -3; E: 4; F: 0; G: 2; H: -2; I: -4
14: Cn1c(SCC(=O)N2CCCCCC2)nc2c([nH]c3ccccc32)c1=O
  A: 6; B: 2; C: 3; D: -3; E: 7; F: 0; G: 6; H: 1; I: -5
15: Cc1ccc(OCCC(=O)OC(C)C(=O)NC2CC2)cc1 (configuration not stated)
  A: 3; B: -1; C: 2; D: -2; E: 1; F: 0; G: 3; H: 0; I: 5
16: COc1ccc(C2(c3ccc(OC)cc3)NC(=O)N(CC(=O)NC3(C#N)CCCCC3)C2=O)cc1
  A: 7; B: 0; C: 7; D: 2; E: .; F: 9; G: 6; H: 0; I: 0
17: CS(=O)(=O)N1CCc2ccc(NC(=O)C3CCCO3)cc2C1 (configuration not stated)
  A: 0; B: 3; C: 3; D: -3; E: 4; F: 0; G: -1; H: -1; I: 0
18: CN(C)S(=O)(=O)c1cc(C(=O)Nc2ccccc2C(=O)NC2CC2)ccc1Cl
  A: -1; B: -6; C: -6; D: -3; E: .; F: -5; G: 2; H: -6; I: -7
19: Cc1cc(=O)oc(C)c1C(=O)NCC1COc2ccccc2O1 (configuration not stated)
  A: 2; B: 2; C: 5; D: -12; E: 2; F: -1; G: 0; H: 1; I: 0
20: CCOC(=O)c1cc(-c2ccc(Cl)cc2)nc2c1c(=O)[nH]c(=O)n2CCOC
  A: 2; B: -8; C: 1; D: 9; E: -4; F: -1; G: 8; H: -1; I: -2
21: Cc1ccc(S(=O)(=O)N2CCOCC2)cc1NC(=O)c1cc2ccccc2oc1=O
  A: 14; B: -5; C: -1; D: 6; E: .; F: -5; G: 1; H: .; I: .
22: COc1ccc2cc3cc(C(=O)N4CC(C)CC(C)C4)oc3nc2c1 (configuration not stated)
  A: -5; B: -3; C: 3; D: 9; E: 0; F: 12; G: -1; H: -1; I: 0
23: O=C(C1CCCN(S(=O)(=O)c2cccc3nonc23)C1)N1CCN(c2cccc(Cl)c2)CC1 (configuration not stated)
  A: 32; B: -2; C: -1; D: 4; E: 1; F: 10; G: 2; H: 0; I: 16
24: CCCCN(C)CCCNC(=O)c1cc(=O)[nH]c2ccc(S(=O)(=O)N3CCCCC3C)cc12 (configuration not stated)
  A: -24; B: -4; C: 1; D: 3; E: 5; F: 0; G: 1; H: -2; I: -3
25: C=C(C)CC(Nc1ccc(OC)cc1)c1ccco1 (configuration not stated)
  A: 9; B: 1; C: 5; D: 5; E: 3; F: -5; G: 4; H: -3; I: -3
26: CN1CCN(c2ccc(NC(=O)c3ccc(-c4ccccc4F)o3)cc2)CC1
  A: 37; B: -4; C: 11; D: -2; E: .; F: 7; G: -2; H: 0; I: 0
27: COc1ccc(NS(=O)(=O)c2cc3c4c(c2)CCN4C(=O)CC3)cc1OC
  A: 7; B: -5; C: 4; D: 6; E: 5; F: -1; G: 7; H: 4; I: 8
28: CSc1ccc(S(=O)(=O)N2CCC(C(=O)Nc3cccnc3)CC2)cc1
  A: -9; B: -3; C: 3; D: -5; E: -4; F: -3; G: -1; H: 2; I: -3
29: c1ccc(-c2ccccc2OCCOCCN2CCc3ccccc3C2)cc1
  A: -3; B: -1; C: 4; D: 1; E: 2; F: -1; G: 0; H: 1; I: 1
30: COc1cc(/C=C(\C#N)C(=O)Nc2cccnc2)ccc1OC(C)C
  A: 4; B: 2; C: 3; D: -3; E: -3; F: -4; G: -1; H: -3; I: -1
31: O=S1(=O)N=C(N(CCO)/N=C/c2ccccc2F)c2ccccc21
  A: -2; B: 1; C: 5; D: 4; E: 0; F: 6; G: 2; H: -4; I: -6
32: CCOC(=O)c1[nH]c(C)c(C(=O)OCC(=O)N2CCc3ccccc32)c1C
  A: 3; B: -1; C: 1; D: 0; E: -10; F: 0; G: 0; H: 0; I: -1
33: O=C(CN1CCSCC1)N/N=C/c1ccc(Cl)cc1
  A: 21; B: 1; C: -4; D: .; E: 5; F: .; G: .; H: -2; I: -4
34: COc1ccc(OC)c(/C=N/NC(=O)CN2CCSCC2)c1
  A: 12; B: -1; C: -1; D: -2; E: -2; F: -3; G: 4; H: -4; I: 4
35: O=C(NCCc1c[nH]c2ccccc12)C(=O)NCC(c1ccco1)N1CCN(c2ccc(F)cc2)CC1 (configuration not stated)
  A: 16; B: 0; C: 0; D: 2; E: 6; F: -5; G: 1; H: -3; I: -3
36: O=[N+]([O-])c1ccc(Cl)c(/C=N/N2CCN(Cc3ccccc3)CC2)c1
  A: 10; B: -5; C: 0; D: -3; E: 1; F: 14; G: 1; H: 0; I: 8
37: Cc1c(C(=O)O)oc2ccc(S(=O)(=O)N3CCCCC3C(=O)O)cc12 (configuration not stated)
  A: 1; B: 0; C: -1; D: 6; E: -5; F: 13; G: 1; H: -2; I: -6
38: Cc1ccccc1NS(=O)(=O)c1cc2c(cc1C)N(C)CCO2
  A: 9; B: -3; C: 7; D: 6; E: 2; F: 1; G: 4; H: 0; I: 6
39: COc1ccc([N+](=O)[O-])cc1NC(=O)CCCOc1ccccc1
  A: 13; B: 3; C: 6; D: -1; E: -4; F: 8; G: 4; H: -3; I: -2
40: COCCOC(=O)c1c(C)nc(SCC(=O)Nc2cccc3ccccc23)c(C#N)c1-c1ccco1
  A: 41; B: -1; C: -3; D: -13; E: 6; F: -9; G: 0; H: -4; I: 8
41: CC(=O)Nc1ccc(NC(=O)CCC(=O)OCC(=O)c2ccc(F)cc2)cc1
  A: 1; B: 2; C: 0; D: -2; E: 5; F: 12; G: 2; H: -1; I: 1
42: COc1ccc(Cl)cc1NC(=O)CSc1nc(N2CCOCC2)nc(N2CCOCC2)n1
  A: -3; B: 0; C: 2; D: -7; E: 0; F: 1; G: -4; H: -2; I: -2
43: FC(F)(F)c1cccc(Nc2ncnc3ccccc23)c1
  A: 5; B: -6; C: 6; D: -9; E: -5; F: 1; G: 1; H: -7; I: 4
44: O=[N+]([O-])c1cccc(-c2nc(-c3cccs3)c(-c3cccs3)[nH]2)c1
  A: 17; B: -1; C: 28*; D: -3; E: -3; F: 22; G: 6; H: -4; I: 8
45: S=C(Nc1ccccc1)Nc1ccc(Cl)cn1
  A: 0; B: -6; C: 6; D: -2; E: 2; F: 6; G: 0; H: -5; I: 5
46: CN(c1ccccc1)S(=O)(=O)c1cccc(NC(=O)CCNC(=O)c2ccccc2)c1
  A: 3; B: -1; C: 13; D: 5; E: .; F: 3; G: 5; H: 0; I: -1
47: CC(C)C1/C(=N/O)CC(c2ccccc2)NC1c1ccccc1 (configuration not stated)
  A: -11; B: 0; C: 0; D: 1; E: 3; F: 1; G: 6; H: -3; I: -2
48: C=CCn1c(=S)[nH]c2cc(C(=O)Nc3ccc(OC)c(OC)c3)ccc2c1=O
  A: 8; B: 4; C: 7; D: 2; E: 3; F: 5; G: 0; H: -3; I: -9
49: COc1ccc(C(=O)N=c2sc3ccccc3n2C)cc1OC
  A: 3; B: -5; C: 0; D: 8; E: 4; F: 4; G: 8; H: -5; I: 1

A portion of the library, so the mix of outcomes need not match the whole.
